# BRCA1 expr act = qHTS Assay to Identify Small Molecule Activators of BRCA1 Expression; MCF7-BRCA1-FFLuc reporter, luminescence, 48 h; response scale: scaled: vehicle 0%, 10 µM genistein 100%; AID 624202, 2012; Potency, µM (top dose mostly 46.1 µM), inactives show at the highest dose activation, usual class: activators; 1.1% of 380,000 active; further: potency means the concentration at half of the fitted maximal effect; nearly all actives have a fitted effect of over 80% in size; some results filed as inactive show a strong effect at the top dose
#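 Compounds are tested at multiple concentrations on MCF7 BRCA1-luciferase reporter cells seeded at 2000 per well; after 48 h, a single luminescence end-point is taken and curves fitted to the normalized data.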
# TSG101-PTAP inh = qHTS Assay for Iinhibitors of HIV-1 Budding by Blocking the Interaction of PTAP/TSG101; Fluorescence polarization, FITC-PTAP peptide / Tsg101 binding; Tumor susceptibility gene 101 protein (Homo sapiens), Q99816; Potency, µM (series often up to 115 µM), for inactives: top-dose activity change, negative = inhibition, hits mostly inhibitors; AID 493005, 2010; 340,000 tested, under 10 active; active means well fitted inhibition curve with a large enough effect in the main read-out, with a control signal flat, not every such curve was filed as active; inconclusive means small, poorly fitted or top-dose-only effect, or effect the other way, or a change in a side signal; inactive means no such curve, though single readings can be large or run the other way; further: potency means the concentration at half of the fitted maximal effect; % of control where 0% means no effect
#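 Steps: Tsg101 binding domain dispensed (10 uM final), compounds pinned in DMSO, FITC-labeled PTAP-motif peptide added (50 nM final); after 20 min binding at room temperature, polarization measured.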
# ASM inhibitor = Inhibitors of Secretory Acid Sphingomyelinase (S-ASM): qHTS; Potency, µM (titrated, usually from 57.5 µM), for inactives: top-dose activity change, negative = inhibition, most hits filed as inhibitors; placental ASM, HMU-PC fluorogenic substrate, 60 min; 0.006% of 340,000 active; Sphingomyelin phosphodiesterase (Homo sapiens), P17405; AID 504937, 2011; further: potency means the concentration at half of the fitted maximal effect
# Target sequence (P17405 47-631 limits assumed): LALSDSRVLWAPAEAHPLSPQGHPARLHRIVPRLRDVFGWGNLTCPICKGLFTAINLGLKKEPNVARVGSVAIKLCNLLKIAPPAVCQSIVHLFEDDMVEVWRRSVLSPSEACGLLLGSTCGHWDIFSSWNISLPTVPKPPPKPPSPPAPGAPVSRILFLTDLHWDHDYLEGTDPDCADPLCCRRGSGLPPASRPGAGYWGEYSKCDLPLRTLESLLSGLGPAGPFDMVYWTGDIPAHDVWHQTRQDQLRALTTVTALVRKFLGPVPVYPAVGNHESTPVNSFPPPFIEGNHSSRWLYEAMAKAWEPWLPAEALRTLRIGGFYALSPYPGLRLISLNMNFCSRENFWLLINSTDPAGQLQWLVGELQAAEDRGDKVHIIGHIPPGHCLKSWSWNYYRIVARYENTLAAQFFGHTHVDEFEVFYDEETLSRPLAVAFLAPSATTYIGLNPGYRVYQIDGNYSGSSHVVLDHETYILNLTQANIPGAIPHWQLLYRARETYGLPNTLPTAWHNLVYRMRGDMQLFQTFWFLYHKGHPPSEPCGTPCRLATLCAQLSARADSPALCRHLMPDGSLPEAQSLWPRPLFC
#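 HMU-PC0 cleavage (9 uM final) by human placental ASM, 60 min at 37 °C following 10 min compound exposure at RT; stopped at pH 10, fluorescence Ex 386/Em 447 nm.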
# a7 integrin act = qHTS for Activators of Integrin-Mediated Alleviation for Muscular Dystrophy; alpha7betagal myoblasts, beta-gal FDG fluorescence, 48 h; Potency, µM (highest dose often 38.3 µM), inactives show top-dose activation, actives largely listed as activators; 0.064% of 350,000 active;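 further: potency means the concentration at half of the fitted maximal effect; 100% = response of the positive control SU9516; nearly all actives have a fitted effect of over 60% in size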
#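 alpha7betagal+/- myoblasts (passage 13, 250/well) treated 48 h at 37C with compounds at 1:260 dilution of DMSO stock. Lysed, then beta-galactosidase activity read as FDG fluorescence (ex 480/em 540) after 30 min, with pre-read for autofluorescence.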
# USP2a block = qHTS Assay for Inhibitors of Ubiquitin-specific Protease USP2a Using CHOP2 as the Reporter; 0.01% of 330,000 active; USP2 core, Ub-CHOP2 coupled fluorogenic reporter, 485/531; Potency, µM (top dose mostly 38.3 µM), without a hit: at the highest dose activity change, negative = inhibition, most hits filed as inhibitors;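 further: potency means the concentration at half of the fitted maximal effect; plate controls were DMSO wells for no effect and full inhibition by NEM control for full effect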
#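 Cell-free coupled assay: 10nM USP2 core preincubated 30min RT with compound in Tris-HCl pH 8.0/CaCl2/CHAPS buffer, then 25nM Ub-CHOP2 and 25nM reporter substrate; fluorescence (Ex 485/Em 531) read after 60min RT, normalized to NEM inhibition, concentration-response curves fitted.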
# B2AR arrestin = qHTS assay of beta-arrestin-biased ligands of beta2-adrenergic receptor | Beta-2 adrenergic receptor (Homo sapiens), P07550 | beta-arrestin recruitment to beta2AR, cell-based reporter | Potency, µM (series often up to 46.1 µM), without a hit: top-dose activation, actives largely listed as activators | 0.02% of 330,000 active | AID 492947, 2010;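 further: potency means the concentration at half of the fitted maximal effect; 0% = DMSO controls and full agonism = EC100 isoproterenol or metaproterenol; nearly all actives have a fitted effect of over 65% in size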
# TRPV1 agonist = HTS Assay for Compounds that Act as Agonists of the Vanilloid Receptor 1. Transient receptor potential cation channel subfamily V member 1 (Homo sapiens), Q8NER1. TRPV1-expressing cells, Fluo-8 calcium influx, agonist mode. activation, % at 8.33 µM. 0.19% of 320,000 active. AID 540275, 2011; in the data active means activation above about 80%; inconclusive means between about 30% and that limit; further: 0% is about no effect
#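 TRPV1-expressing cells were cultured overnight at 35.5C and loaded with Fluo-8 calcium dye for 40 to 90 min at room temperature. After a 10 s baseline, compound was added and calcium influx was read kinetically for 3 min (ex 480/em 520 nm).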
# ELG1 genotox = qHTS screen for small molecules that induce genotoxicity in human embryonic kidney (HEK293T) cells expressing luciferase-tagged ELG1; HEK293T ELG1-luciferase reporter, luminescence, 16 h; Potency, µM (highest dose often 46 µM), for the others: top-dose activity change, positive = activation, most hits filed as activators; 1.3% of 330,000 active; further: potency means the concentration at half of the fitted maximal effect; % of control where 0% means no effect; nearly all actives have a fitted effect of over 60% in size
#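 HEK293T cells expressing luciferase-tagged ELG1 were treated with compound or DMSO for 16 hr at 37°C. Luciferase activity was then read after 30 min with ONE-Glo at room temperature; rising signal flags genetic stress.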
# p53 reactivation = qHTS assay for re-activators of p53 using a Luc reporter. H1299 p53-A138V BP100-luciferase reporter, luminescence, 24 h. Potency, µM (doses to about 92.2 µM), for inactives: at the highest dose activity change, positive = activation, most hits filed as activators. 0.063% of 320,000 active. AID 504706, 2011; further: potency means the concentration at half of the fitted maximal effect; % of control where 0% means no effect; nearly all actives have a fitted effect of over 45% in size
#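 p53-null H1299 cells stably carrying temperature-sensitive p53-A138V and a BP100-luciferase reporter were pinned with compounds (4-point, 1:5 series) and held 24 hrs at 37 deg C. Luminescence was read 10 min after detection reagent.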
# Eya2 inh = qHTS Assay for Inhibitors of the Phosphatase Activity of Eya2; 0.006% of 330,000 active; Potency, µM (doses to about 76.9 µM), for the others: at the highest dose activity, negative = inhibition, most hits filed as inhibitors; recombinant Eya2, OMFP fluorescence dephosphorylation (OMFP is methylfluorescein phosphate); further: potency means the concentration at half of the fitted maximal effect; on the % scale 0 is the no-effect control and ±100 the full control effect
# Target sequence (O00167 whole entry, looked up): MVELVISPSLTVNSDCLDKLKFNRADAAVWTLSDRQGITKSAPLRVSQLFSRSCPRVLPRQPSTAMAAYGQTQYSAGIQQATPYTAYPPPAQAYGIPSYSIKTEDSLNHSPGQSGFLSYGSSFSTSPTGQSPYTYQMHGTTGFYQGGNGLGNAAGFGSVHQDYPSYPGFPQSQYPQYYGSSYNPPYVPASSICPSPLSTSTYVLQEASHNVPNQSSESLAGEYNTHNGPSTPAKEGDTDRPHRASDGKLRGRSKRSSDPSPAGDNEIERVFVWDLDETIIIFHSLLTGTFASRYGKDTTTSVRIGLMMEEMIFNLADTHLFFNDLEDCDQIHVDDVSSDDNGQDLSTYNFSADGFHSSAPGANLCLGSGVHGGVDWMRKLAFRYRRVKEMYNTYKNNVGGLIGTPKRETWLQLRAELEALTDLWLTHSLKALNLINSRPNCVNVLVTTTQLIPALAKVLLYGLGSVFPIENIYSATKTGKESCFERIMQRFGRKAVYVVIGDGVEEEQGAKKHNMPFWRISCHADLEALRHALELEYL
#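 Eya2 protein (added as 0.2 uM solution) was preincubated with compound for 10 min at ambient temperature in 50 mM HEPES pH 7.5, 50 mM NaCl, 5 uM MgCl2, 0.05% BSA, 1 mM DTT. OMFP (added at 50 uM) then reacted 10 min; fluorescence read at 485/525 nm.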
# uPA generation = qHTS for Inhibitors of Cell Surface uPA Generation; cell surface uPA generation assay, qHTS; Potency, µM (titrated, usually from 38.3 µM), for inactives: at the top dose activity change, negative = inhibition, actives largely listed as inhibitors; 0.31% of 330,000 active; AID 540303, 2011; active means well fitted inhibition curve with a large enough effect; inconclusive means small, poorly fitted or top-dose-only effect; inactive means no such curve, though single readings can be large or run the other way; tested in mouse RAW 264.7 cells; further: potency means the concentration at half of the fitted maximal effect; on the % scale 0 is the no-effect control and ±100 the full control effect; nearly all actives have a fitted effect of over 55% in size
# An asterisk follows results filed as active; ? = inconclusive; nt = not tested or not shown; & = joins results of further samples; [ ] = another dose, or the depositor's remark. Unless noted, the call rests on the fitted dose curve; in most records, active means well fitted curve in the direction sought with a large enough effect; inconclusive means small, poorly fitted or top-dose-only effect, or another doubt; inactive means no such curve, though single readings can be large; an effect the other way counts as inactive or inconclusive.
SMILES,BRCA1 expr act,TSG101-PTAP inh,ASM inhibitor,a7 integrin act,USP2a block,B2AR arrestin,TRPV1 agonist,ELG1 genotox,p53 reactivation,Eya2 inh,uPA generation
CC(=O)NNC(=O)CCn1c2c(c3ccccc31)CCCC2,10%,0%,-2%,19%,-1%,4.2%,0,-5%,-3%,23%,0%
O=C(c1cc(-c2ccccn2)nc2ccc(Cl)cc12)N1CCN(CCc2ccccc2)CC1,-11%,-1%,1%,-11%,0%,0.3%,-1,-5%,9%,-2%,1%
CCOc1ccc(CNC(=O)C2CCN(c3nn4c(=O)cc(C)nc4s3)CC2)cc1,-10%&2%,-5%,-1%,0%,3%,0.2%,0,0%,11%,4%,1%
CCN(CC)S(=O)(=O)c1ccc(C(=O)Nn2cnnc2)cc1,-2%,-3%,4%,-14%,2%,0.5%,-1,0%,1%,-4%,-2%
O=C(Cc1ccccc1)NCC(=O)N1CCCCCC1,8%,-4%,-2%,-23%[7.66 µM],4%,0.3%,-2,10%,2%,-6%,2%
CNC(=O)c1csc(-c2ccccc2)n1,26%,-8%,2%,39%,0%,0.0%,19,6%,8%,7%,-5%
COC(=O)C1CC(O)CN1C(=O)c1ccco1 (configuration not stated),3%,-5%,0%,-37%,1%,0.2%,-1,0%,6%,13%,nt
COc1ccc(C(=O)C2CCCN(C(=O)c3ccc4cc[nH]c4c3)C2)c(C)c1 (configuration not stated),-13%,0%,-2%,1%,1%,-0.9%,6,1%,-2%,-7%,18%
Clc1cccc(CSc2ncnc3c2ncn3C2CCCCO2)c1 (configuration not stated),5.6µM*,?,-3%,8%,nt,nt,nt,nt,nt,nt,1%
CCCCCCOc1ccc(/C=C/C(=O)N2CCOCC2)cc1OC,5%,-3%,0%,30%,0%,-0.6%,?,1%,-21%,-5%,2%
N#C/C(=N\O)c1nc2ccccc2[nH]1,2%,-1%,8%,13%,0%,0.0%,0,1%,2%,-2%,-1%
CCc1ccc(-c2cc(C)no2)cc1S(=O)(=O)N1CCOc2ccccc21,-38%,-5%,-4%,-7%,3%,0.0%,?,-10%,-11%,7%,1%
CCOC(=O)COn1c(=O)c(-c2ccc(OC)cc2)[n+]([O-])c2ccccc21,-1%,2%,33%[activator],-42%,2%,0.4%,2,9%,9%,-8%,1%
CCN(C(=O)COC(=O)c1cccc(S(=O)(=O)N2CCOCC2)c1)C1CCS(=O)(=O)C1 (configuration not stated),-14%,-2%,4%,5%,0%,0.3%,0,3%,-3%,3%,-2%
CCSC1=NC(C)(C)C=C(/C=C/c2ccc(Cl)cc2Cl)N1,-61%,0%,-12%,-40%,-9%,-0.3%,-5,-7%,-10%,8%,-10%
N#Cc1cc(-c2ccccc2)nnc1Oc1ccccc1Cl,-30%,-2%,-5%,-6%,5%,-0.4%,25,-1%,27%,21%,8%
CC(NC(=O)c1ccc(S(=O)(=O)N(C)C)cc1)c1ccccc1 (configuration not stated),-14%,-6%,1%,-15%,-2%,0.2%,-13,0%,-11%,2%,2%
CC(C)[C@H](NC(=O)c1ccccc1)C(=O)NC1CCCCCCC1,0%,1%,-1%,?,3%,-0.2%,nt,1%,-2%,5%,14%
CCOC(=O)CN1C(=O)C(=O)c2cc(C)ccc21,-24%,-8%,1%,-42%,0%,-0.3%,0,0%,9%,11%,-7%
O=C(CCc1nc2ccccc2s1)N1CCN(c2ccccc2)CC1,5%,-7%,0%,-11%,-1%,0.1%,?,-12%,-1%,8%,9%
CCOc1ccc(CC(=O)NNC(=S)Nc2ccccc2)cc1Br,9%,-4%,-7%,4%,-3%,-0.1%,1,-1%,-6%,10%,3%
COc1ccc(S(=O)(=O)NNc2nc(C)cc(C)n2)cc1Br,-18%,-2%,-1%,-8%,0%,-1.0%,-3,0%,5%,-3%,12%
N#Cc1c2c(c(Nc3ccccc3)n3c1nc1ccccc13)CCC2,2%,-1%,35%[activator],?,0%,0.1%,3,-1%,0%,-20%,1%
CCOC(=O)Nc1ccc(C(=O)Oc2ccccc2)c(O)c1,13%,0%,0%,10%,0%,0.4%,nt,16%,4%,-4%,-12%
CC1CN2C(c3ccc(Cl)cc3)=CSC2=N1 (configuration not stated),22%,-4%,5%,-6%,-1%,-0.4%,-2,-6%,nt,-5%,7%
CCCSc1ccc([C@@H]2[C@H]3C(=O)N(CC)C(=O)[C@H]3[C@]3(C(=O)OC)CCCN23)cc1OC,-13%,-3%,3%,-2%,-1%,-0.1%,1,0%,-4%,-16%,12%
COCCCn1c(SCC(=O)N2CCOCC2)nc2cc(Cl)ccc2c1=O,-9%,-8%,0%,-14%,-3%,0.5%,9,0%,-11%,-1%,-25%
Cc1ccc(-c2nc(=O)[nH]c3ccccc23)cc1,-4%,-5%,106%[activator],4%,3%,0.4%,2,2%,-1%,3%,-3%
COC1=CC(=O)c2ccccc2C1=O,-88%,-3%,-1%,-50%[inhibitor],-1%,-1.1%,nt,-9%,-24%,10%,5µM*
CCn1cnc2cc(NCc3ccccc3Cl)ccc21,?,-3%,3%,-41%[inhibitor],-1%,-0.2%,9,?,11%,5%,-7%
CC(C)c1nc(N2CCCC2)c(C#N)c2c1CCCC2,-13%,-3%,70%[activator],-27%,1%,-0.2%,-10,?,18%,2%,1%
Cc1cccc(-n2ncc3c(N(C)C4CCCCC4)ncnc32)c1,-55%,-4%,5%,1%,10%,3.7%,9,0.46µM*,5%,-7%,1.4µM*
CCOC(=O)CSc1nnc(CNC(=O)Cc2ccccc2)n1-c1ccccc1OC,3%,-6%,9%,5%,-6%,0.2%,-2,-1%,12%,-12%,nt
Cc1ccc(-n2c3c(c(=O)[nH]c2=O)C(NS(=O)(=O)c2ccc(Cl)cc2)(C(F)(F)F)C(=O)N3)cc1 (configuration not stated),-2%,-1%,0%,11%,-3%,-1.1%,-2,-2%,29%,-5%,3%
N#C/C(=C(/O)c1ccc2c(c1)OCO2)c1nc2cc(C(F)(F)F)ccc2s1,-11%,-1%,13%,?,2%,-0.3%,-10,-8%,nt,-10%,1%
O=C(O)Cc1cc2c(s1)CCCCC2,-2%,1%,-1%,2%,1%,0.2%,-1,0%,0%,-6%,0%
CCOc1cc(C2C(C#N)=C(N)OC3=C2C(=O)CC(C)(C)C3)cc([N+](=O)[O-])c1O (configuration not stated),31%,0%,7%,-1%,-4%,-0.7%,-2,3%,2%,-14%,-3%
CC(=O)NS(=O)(=O)c1ccc(NC(=O)CN2C(=O)C3C4C=CC(C4)C3C2=O)cc1 (configuration not stated),3%,1%,-1%,5%,2%,-0.9%,-4,3%,-2%,0%,7%
CC(NC(=O)COC(=O)CNC(=O)C1CCCCC1)c1ccccc1 (configuration not stated),-2%,0%,-5%,40%,0%,-0.4%,4,1%,-2%,-4%,-23%
O=C(NC(=S)Nc1cccc2cc(O)ccc12)c1ccco1,-21%,-3%,-4%,-8%,-1%,-1.3%,16,0%,4%,7%,4%
Cc1ccc(-c2nc3ncccc3o2)cc1NC(=O)c1cccs1,5%,-5%,0%,-3%,1%,0.3%,1,-1%,0%,4%,-12%
COc1c(Cl)cc(C(=O)Nc2ccc(Cl)cn2)cc1Cl,-3%,-2%,5%,-19%,2%,-0.9%,?,21%,2%,15%,1%
COc1cc(OC)c(C(=O)OCC(=O)Nc2ccc(S(=O)(=O)N3CCOCC3)cc2)cc1OC,-28%,-1%,0%,0%,3%,0.0%,nt,-2%,-4%,2%,9%
Cc1onc(-c2ccccc2Cl)c1C(=O)NCC(=O)O,36%,-3%,3%,-1%,2%,-0.4%,-1,2%,-3%,-17%,0%
COCc1cc(C)nc(NCCc2ccccc2)c1C#N,-46%,-2%,22%,4%,nt,nt,-2,nt,nt,nt,-5%
Cn1c(SCC(=O)N2c3ccccc3Sc3ccc(Cl)cc32)nnc1-c1ccco1,-10%,0%,-6%,?,0%,0.1%,4,-5%,-7%,-6%,1%
